# NR3A LBD binder: modulates the human NR3A ligand-binding domain | NR3A LBD differential scanning fluorimetry, Tm shift; 0% = protein alone, 100% = glycine-bound protein | Tm shift relative to glycine control, % at 25 µM | 2.5% of 340,000 active | AID 1259313;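 active = melting temperature shift of at least 10% of the positive control shift, at one fixed dose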
# Gli-Sufu antag: antagonists of Gli-Sufu signaling | Sufu-KO-LIGHT fibroblasts, Gli luciferase reporter luminescence | inhibition, % at 5 µM | 0.74% of 340,000 active;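 active = inhibition above about 55%, limit read from the data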;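 also: 0% = DMSO-treated cells and 100% = wells with medium but no cells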
# APOBEC3G inh: inhibitors of human APOBEC3G DNA deaminase; Q9HC16; recombinant A3G, ssDNA deamination FAM/TAMRA fluorescence; inhibition, % at 20 µM; 0.28% of 330,000 active; AID 493012;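 active = inhibition of at least 40% at 20 µM, with no more than 30% in the related APOBEC3A deaminase screen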;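 also: plate controls were DMSO wells with A3G for no effect and wells lacking A3G enzyme for full effect; some compounds called inactive have numbers as strong as hits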
# Target sequence (Q9HC16 whole entry, looked up): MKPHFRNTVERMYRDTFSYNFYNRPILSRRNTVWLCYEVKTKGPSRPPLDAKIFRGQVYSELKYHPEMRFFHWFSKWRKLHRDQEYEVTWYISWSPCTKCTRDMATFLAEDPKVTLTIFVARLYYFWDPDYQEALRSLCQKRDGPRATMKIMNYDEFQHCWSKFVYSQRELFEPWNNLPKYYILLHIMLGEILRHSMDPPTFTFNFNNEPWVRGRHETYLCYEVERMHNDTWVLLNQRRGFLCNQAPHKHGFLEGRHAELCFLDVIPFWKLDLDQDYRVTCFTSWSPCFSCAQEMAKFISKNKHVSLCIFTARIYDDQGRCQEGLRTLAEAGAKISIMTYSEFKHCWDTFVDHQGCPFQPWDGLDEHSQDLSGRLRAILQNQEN
# CCR6 antag: CCR6 (human) receptor antagonism; P51684; CHO-K1 CCR6 PathHunter beta-arrestin, luminescence, CCL20-stimulated; inhibition, % at 20 µM; 0.49% of 340,000 active;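 active = compounds whose inhibition of the agonist-driven luminescence signal at 20 µM reaches about 50%, limit read from the data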;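 also: cells stimulated with CCL20 at 14 nM final; plate controls were DMSO with CCL20 for no effect and DMSO without agonist for full effect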
# CXCR6 block: blocks human CXCR6 beta-arrestin recruitment; CHO-K1 PathHunter CXCR6 beta-arrestin, luminescence; inhibition, % at 20 µM; O00574; 0.36% of 360,000 active; in the data active = inhibition above about 34%, passing the limit was not always enough;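 also: antagonist mode with CXCL16 agonist at 10 nM final; 0% = 10 nM CXCL16 with DMSO and 100% = unstimulated wells without agonist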
# EBI2 antag: antagonists of human EBI2 receptor. P32249. EBI2 beta-arrestin recruitment, luminescence, 7a,25-OHC stimulated. inhibition, % at 5 µM. 0.81% of 360,000 active. AID 651636; in the data active = inhibition above about 38%;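 also: enzyme fragment complementation signal reports receptor beta-arrestin coupling in cells; 0% = agonist plus DMSO wells and 100% = wells without agonist; some results beyond the cut were filed as inactive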
# Target sequence (P32249 whole entry, looked up, the tested form may be a part): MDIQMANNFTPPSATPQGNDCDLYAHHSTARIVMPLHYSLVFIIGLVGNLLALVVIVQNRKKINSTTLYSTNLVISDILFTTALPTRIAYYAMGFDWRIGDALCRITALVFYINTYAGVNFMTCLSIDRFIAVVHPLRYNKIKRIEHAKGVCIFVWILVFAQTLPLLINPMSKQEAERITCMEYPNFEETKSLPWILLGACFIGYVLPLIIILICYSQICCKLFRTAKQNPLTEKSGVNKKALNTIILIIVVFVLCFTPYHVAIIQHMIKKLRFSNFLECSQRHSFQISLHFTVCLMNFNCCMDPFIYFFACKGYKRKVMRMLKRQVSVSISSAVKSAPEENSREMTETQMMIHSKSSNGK
# MPTP block: blocks calcium-induced mitochondrial swelling; inhibition, % at 10 µM; 1.4% of 360,000 active; isolated mouse mitochondria, Ca2+ swelling absorbance, 30 min;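 active = inhibition of 50% or more, scaled per plate between neutral and stimulator controls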;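 also: 0% = DMSO wells given calcium and 100% = 1 mM EGTA wells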
# A3A deaminase: inhibitors of human APOBEC3A DNA deaminase; P31941; recombinant A3A, FAM/TAMRA ssDNA deamination fluorescence; inhibition, % at 20 µM; 0.41% of 330,000 active; AID 493011;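 active = at least 40% inhibition at 20 µM here, with at most 30% in a related deaminase screen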;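 also: plate controls were A3A with DMSO for no effect and wells lacking A3A enzyme for full effect; some results filed as inactive read as strong as hits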
# Target sequence (P31941 whole entry, looked up): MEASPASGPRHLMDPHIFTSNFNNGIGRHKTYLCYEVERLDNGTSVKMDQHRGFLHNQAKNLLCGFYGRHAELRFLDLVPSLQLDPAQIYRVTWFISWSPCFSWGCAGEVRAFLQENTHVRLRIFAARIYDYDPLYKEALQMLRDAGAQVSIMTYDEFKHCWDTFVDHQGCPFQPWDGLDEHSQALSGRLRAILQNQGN
# The depositor's hits bear a star; . = not tested or not shown. Outcome played no part in choosing rows; about 5.8% have a hit in one of these screens.
SMILES,NR3A LBD binder,Gli-Sufu antag,APOBEC3G inh,CCR6 antag,CXCR6 block,EBI2 antag,MPTP block,A3A deaminase
O=C(O)CNS(=O)(=O)c1ccc2c(c1)C(=O)c1cc(S(=O)(=O)NCC(=O)O)ccc1-2,-1,1,-7,6,2,-5,-0.1,-6
COc1cccc(N2CCN(c3ccc(S(=O)(=O)N4CCCC4)cc3)CC2)c1,-1,-6,.,11,4,-6,1.4,.
Cc1ccc(-c2nnc(-c3ccc(NC(=O)c4cccs4)cc3)o2)cc1,22*,-1,6,-5,-6,21,3.4,9
CCC(=O)Nc1nnc(SCC(=O)Nc2ccc3c(c2)OCCO3)s1,1,-6,9,-5,-4,-8,0.1,1
COc1ccccc1NS(=O)(=O)c1cccc(C(=O)N/N=C(\C)c2ccc(-n3ccnc3)cc2)c1,-1,12,-8,14,4,-7,0.1,-5
COc1cccc(C(=O)C2CCCN(C(=O)CCc3scnc3C)C2)c1 (centres undefined),-1,4,-7,-1,-15,9,0.3,1
Cc1ccc(S(=O)(=O)NCC(=O)N/N=C/c2ccc(Cl)cc2Cl)cc1,-9,6,-7,13,5,3,6.7,0
CCn1c(SCC(=O)NC2(C#N)CCCCC2)nc2ccccc2c1=O,1,4,-11,11,0,1,-1.4,-5
Cc1nc(NCC2CCCO2)c2nnn(Cc3ccccc3)c2n1 (centres undefined),1,3,-2,-9,8,0,0.0,-3
CC1(C)CC(=O)C=C(N2CCNCC2)C1,1,-1,-2,7,2,7,-1.3,-4
C/C(=N/NC(=O)CNC(=O)c1ccco1)c1ccc(Cl)cc1,-4,1,-12,3,-5,-4,-1.2,-5
CCN(Cc1ccncc1)Cc1nc(-c2ccc(C(=O)OC)cc2)no1,-1,-1,-2,2,0,21,-0.6,0
COc1ccc2oc(=O)c(C(=O)N3CCN(c4ccccc4C)CC3)cc2c1,-14,.,-10,10,1,-1,0.3,-3
Cc1nn(-c2ccc(C(=O)O)cc2)c(N)c1-c1ccccc1,-3,-49,-3,12,1,-10,1.4,0
CCC(C)Sc1ccc([C@@H]2[C@@H]3C(=O)N(C)C(=O)[C@@H]3[C@]3(C(=O)OC)CCCCN23)cc1OC (some centres undefined),-1,5,-12,20,-1,6,0.8,-5
Cc1ccc(-n2ncc(C(=O)NCc3ccc4c(c3)OCO4)c2NC(=O)c2ccco2)cc1C,-1,1,-2,2,5,5,0.9,3
CCOC(=O)C1=NN(C(C)=O)C2C(=O)N(CC)C(=O)C12 (centres undefined),-1,4,-2,2,0,3,2.4,-3
Cc1ccccc1-c1nc(CS(=O)(=O)CC(=O)N2CCOCC2)c(C)o1,-3,4,16,0,6,-5,1.8,0
O=C(/C=C/c1cccs1)Nc1nc(-c2ccccc2)cs1,17*,-41,2,16,-4,18,-0.2,3
CC(C)CC(CO)N1CCN(C(=O)c2cccc(Cl)c2)CCC1=O (centres undefined),0,-9,6,-4,-8,-3,1.4,1
Cc1ccc(N(C(=O)c2ccccn2)C(C(=O)NC2CCCCC2)c2ccncc2)cc1 (centres undefined),1,24,-9,7,-1,-4,0.0,-3
CC1C(=O)Nc2ccccc2N1C(=O)C1CC1 (centres undefined),1,10,-6,-9,4,17,14,-1
CCNc1ncnc2c1cnn2C,-4,.,-6,-3,-3,0,-0.3,-8
CCOc1ccc2nc(N/C(N)=N/C(=S)Nc3ccc(C)c(C)c3)nc(C)c2c1,20*,-4,-4,26,21,17,-0.5,-4
O=C(NC12CC3CC(CC(C3)C1)C2)c1cncc(O)c1,-1,1,-6,-8,-14,-8,0.5,-1
# (listing goes on)
SMILES,NR3A LBD binder,Gli-Sufu antag,APOBEC3G inh,CCR6 antag,CXCR6 block,EBI2 antag,MPTP block,A3A deaminase
CCOC(=O)c1c(C)nc2ccccn12,-3,1,0,6,3,1,-2.1,2
COc1ccc(-c2cc(CCCC(=O)NCc3ccccn3)no2)cc1,0,7,4,-1,-1,-9,-0.4,-2
COc1ccc(C)cc1NS(=O)(=O)c1ccc2c(c1)oc(=O)n2C,4,-5,-10,-4,3,-3,1.4,3
O=C(CNC(=O)C1CCCCC1)Nc1ccc(F)c(Cl)c1,0,0,-3,-1,-6,-10,5.8,3
COC(=O)c1cc(C)sc1NC(=O)c1cccnc1,-3,23,-7,8,4,0,-2.0,-5
O=C(c1ccco1)N1N=C(c2cccs2)CC1c1ccc(F)cc1 (centres undefined),3,7,0,0,-2,-7,3.3,1
CCOc1ccc(CC(=O)C2=C(N3CCOCC3)CC(C)(C)CC2=O)cc1OCC,5,33,-8,-2,2,10,-2.3,-4
CCCc1cc(=O)oc2cc(OCC(=O)N3CCc4ccccc43)ccc12,-6,-8,-4,-5,-3,-8,1.2,-4
O=S(=O)(c1ccc(F)cc1)N1CCCN(c2nccc(C(F)(F)F)n2)CC1,0,36,3,34,-3,2,2.8,3
COc1ccc(C)cc1NC(=O)C(Sc1nncn1C)c1ccccc1 (centres undefined),1,-3,-1,9,5,-7,-1.5,7
COc1ccc(S(=O)(=O)N2CCOCC2)cc1C(=O)Nc1cc(C)on1,0,-1,-7,2,-14,-5,1.8,-1
CCCCc1ccc(NC(=O)c2cnccn2)cc1,-2,-71,-4,-1,-2,-13,17,9
COc1ccc(/C=N/NC(=O)c2[nH]c3ccc(C)cc3c2-c2ccccc2)c(C(=O)O)c1OC,3,-4,.,14,-5,-9,0.4,.
O=C(Nc1ccc(N2CCOCC2)c(S(=O)(=O)Nc2ccc(Cl)cc2)c1)c1ccc(=O)[nH]n1,-3,-7,8,11,3,-12,-0.3,37
Cc1c(Cl)cccc1NC(=O)COC(=O)Cc1ccsc1,0,2,0,6,-2,-1,-2.3,0
CC(C)(C)c1ccc(N2C(=O)CC(c3ccccc3)C2=O)cc1 (centres undefined),0,.,.,4,7,1,1.4,.
CC(C)COC(=O)Nc1nnc(SCc2ccccc2F)s1,1,4,1,10,1,-9,7.7,0
Cn1[nH]c(CSc2ccc(Cl)cc2)cc1=O,-2,-9,0,-11,11,-2,3.0,1
Cc1csc(=O)n1CC(=O)OCC(=O)Nc1ccc(Cl)cc1F,0,2,-8,1,-9,3,-0.2,1
CCC(C)(C)NC(=O)CN(C(=O)c1snc(C(N)=O)c1N)c1ccc(OC)c(OC)c1,4,-3,15,7,6,-9,-2.8,4
CCOc1ncccc1C(=O)OCC(=O)c1ccc(C)c(C)c1,1,-1,0,-2,5,-1,1.5,-5
O=C(NCC(=O)N1CCCCCCC1)c1ccc(Cl)cc1,2,-2,3,12,-2,-12,0.5,1
O=C(COC(=O)CNC(=O)c1ccccc1F)Nc1cccc(S(=O)(=O)N2CCCCCC2)c1,1,-3,-7,14,-2,-3,0.3,0
COc1ccc(Br)cc1/C=N/NC(=O)CNC(=O)C1COc2ccccc2O1 (centres undefined),-13,-22,-1,5,-5,13,-0.6,1
COC(=O)CN1C(c2ccccc2)=Nc2ccc(Cl)cc2C1c1ccccc1 (centres undefined),1,3,-3,22,9,12,-2.4,-2
# (more compounds)
SMILES,NR3A LBD binder,Gli-Sufu antag,APOBEC3G inh,CCR6 antag,CXCR6 block,EBI2 antag,MPTP block,A3A deaminase
CC/C(=N\NC(=O)c1nnn(-c2nonc2N)c1-c1cccc(OC)c1)c1ccc(C)cc1,-4,-7,-5,14,-2,11,-1.3,-1
CCOCCCNC(=O)c1cn(CC)c2ccc(S(=O)(=O)N3CCOCC3)cc2c1=O,0,6,0,7,14,-4,0.1,-1
Cc1c(N=NC2=C(O)CCCC2=O)c(=O)n(-c2ccccc2)n1C,-2,-1,3,70*,49*,7,1.8,2
O=C(O)C1C2C=CC(C2)C1C(=O)NCc1cccs1 (centres undefined),-1,6,2,-4,10,-2,-0.4,6
CCN(CC)C(=O)[C@H]1CC(CC(=O)NC(C)(C)C)C(=O)N2CCc3c([nH]c4ccc(OC)cc34)[C@]12C (some centres undefined),-1,0,-3,11,6,-5,1.2,-2
c1ccc(-n2ncc(-c3nn[nH]n3)n2)cc1,2,17,-5,10,2,-3,-7.2,-17
Cn1c(SCC(=O)Nc2cccnc2)nnc1-c1ccccc1F,4,1,-3,9,-4,-3,0.6,15
CCNCCNc1ccc(Cl)cc1[N+](=O)[O-],0,3,-3,11,1,-1,-0.2,2
CC(=O)NC(Cc1cccc(F)c1)C(=O)NC1CCN(c2nnnn2-c2ccccc2)CC1 (centres undefined),-1,4,-8,4,-5,-13,-2.0,2
N#Cc1c(N2CCOCC2)nc(-c2ccco2)c2c1CCCC2,2,-2,4,17,0,-3,-1.3,3
COC(=O)c1ccccc1NC(=O)C1CC=CCC1C(=O)O (centres undefined),1,4,0,-5,-2,-13,-2.0,6
Cc1ccc2c(c1)N(CC(=O)NC1CCC(C)CC1)C(=O)c1cccnc1O2 (centres undefined),0,0,1,5,-1,0,-0.6,0
O=C(Nc1nnc(COc2ccc(Cl)cc2)s1)c1ccco1,3,4,71*,8,-3,-11,2.9,5
Cc1ccc(OCC(=O)N(Cc2ccco2)c2c(N)n(Cc3ccccc3)c(=O)[nH]c2=O)cc1C,-2,-5,-6,-1,0,-13,-1.1,-2

# Single values from the entries so far:
# CC(C)(C)c1ccc(N2C(=O)CC(c3ccccc3)C2=O)cc1 (centres undefined) @ CCR6 antag: 4
# CCOCCCNC(=O)c1cn(CC)c2ccc(S(=O)(=O)N3CCOCC3)cc2c1=O @ EBI2 antag: -4

# Of the compounds above, these have an aryl methoxy group:
SMILES,NR3A LBD binder,Gli-Sufu antag,APOBEC3G inh,CCR6 antag,CXCR6 block,EBI2 antag,MPTP block,A3A deaminase
COc1cccc(N2CCN(c3ccc(S(=O)(=O)N4CCCC4)cc3)CC2)c1,-1,-6,.,11,4,-6,1.4,.
COc1ccccc1NS(=O)(=O)c1cccc(C(=O)N/N=C(\C)c2ccc(-n3ccnc3)cc2)c1,-1,12,-8,14,4,-7,0.1,-5
COc1cccc(C(=O)C2CCCN(C(=O)CCc3scnc3C)C2)c1 (centres undefined),-1,4,-7,-1,-15,9,0.3,1
COc1ccc2oc(=O)c(C(=O)N3CCN(c4ccccc4C)CC3)cc2c1,-14,.,-10,10,1,-1,0.3,-3
CCC(C)Sc1ccc([C@@H]2[C@@H]3C(=O)N(C)C(=O)[C@@H]3[C@]3(C(=O)OC)CCCCN23)cc1OC (some centres undefined),-1,5,-12,20,-1,6,0.8,-5
COc1ccc(-c2cc(CCCC(=O)NCc3ccccn3)no2)cc1,0,7,4,-1,-1,-9,-0.4,-2
COc1ccc(C)cc1NS(=O)(=O)c1ccc2c(c1)oc(=O)n2C,4,-5,-10,-4,3,-3,1.4,3
COc1ccc(C)cc1NC(=O)C(Sc1nncn1C)c1ccccc1 (centres undefined),1,-3,-1,9,5,-7,-1.5,7
COc1ccc(S(=O)(=O)N2CCOCC2)cc1C(=O)Nc1cc(C)on1,0,-1,-7,2,-14,-5,1.8,-1
COc1ccc(/C=N/NC(=O)c2[nH]c3ccc(C)cc3c2-c2ccccc2)c(C(=O)O)c1OC,3,-4,.,14,-5,-9,0.4,.
CCC(C)(C)NC(=O)CN(C(=O)c1snc(C(N)=O)c1N)c1ccc(OC)c(OC)c1,4,-3,15,7,6,-9,-2.8,4
COc1ccc(Br)cc1/C=N/NC(=O)CNC(=O)C1COc2ccccc2O1 (centres undefined),-13,-22,-1,5,-5,13,-0.6,1
CC/C(=N\NC(=O)c1nnn(-c2nonc2N)c1-c1cccc(OC)c1)c1ccc(C)cc1,-4,-7,-5,14,-2,11,-1.3,-1
CCN(CC)C(=O)[C@H]1CC(CC(=O)NC(C)(C)C)C(=O)N2CCc3c([nH]c4ccc(OC)cc34)[C@]12C (some centres undefined),-1,0,-3,11,6,-5,1.2,-2

# High-throughput results deposited in PubChem BioAssay by Sanford-Burnham Center for Chemical Genomics.
